A-T KAP1 phos = qHTS Assay for Identifying a Potential Treatment of Ataxia-Telangiectasia. […] A-T fibroblasts, KAP-1 phosphorylation AlphaLISA; neocarzinostatin DNA damage 30 min before lysis. AID 485349, 2010. Potency, µM (doses to about 57.5 µM), for the others: at the top dose activation, usual class: activators. 320,000 tested, 0.19% active; note: potency is the fitted concentration of half-maximal effect; % of control where 0% means no effect; nearly all actives have a fitted effect of over 45% in size
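hTERT-immortalized A-T patient fibroblasts ([…]), 500 cells/well in OPTI-MEM, 1% FBS, got compounds for 60 min, then NCS for 30 min at 37C. Lysates were then assayed for phospho-KAP-1 by AlphaLISA (anti-pKAP1 donor, anti-KAP1 acceptor beads), 6 hr at 25C.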
KCNH2 WT inh = qHTS for Inhibitors of KCHN2 3.1: Wildtype qHTS; Voltage-gated inwardly rectifying potassium channel KCNH2 (Homo sapiens), Q12809; U2OS, BacMam KCNH2, thallium flux FluxOr; hits give low values; activity change, % at 1.84 µM; 340,000 tested, 0.37% active; AID 720551, 2013;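 active = maximum activity change below -70%; inconclusive = maximum activity change between -70% and -50%; inactive = maximum activity change above -50%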; note: % is set by controls: 0 for no effect and ±100 for the full control effect
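U2OS cells were transduced with wild-type KCNH2 virus (2.03 x 10^8 / mL) for 4 h at room temperature, then cultured overnight at 37 C. Thallium flux was read with FluxOr dye. Rate constants were normalized to DMSO controls.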
Tb PFK inh = qHTS Assay to Find Inhibitors of T. brucei phosphofructokinase | ATP-dependent 6-phosphofructokinase (Trypanosoma brucei brucei), O15648 | T. brucei PFK, ADP-Glo luminescence | Potency, µM (top dose mostly 57.5 µM), inactives show at the highest dose activity, negative = inhibition, most hits filed as inhibitors | 330,000 tested, 0.17% active | AID 485367, 2010;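 note: potency is the fitted concentration of half-maximal effect; 0% = uninhibited 1x PFK enzyme wells and -100% = no-enzyme wells; nearly all actives have a fitted effect of over 60% in size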
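Activity is normalized to no-enzyme wells (full inhibition) and 1.25 nM enzyme wells (no inhibition). Reaction: 0.5 mM F6P, 0.1 mM ATP, 45 min RT, ADP-Glo luminescence; concentration-response curves fitted and classed by quality.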
CXXC DNA block = qHTS Fluorescence Polarization Assay for Inhibitors of MLL CXXC domain - DNA interaction | Histone-lysine N-methyltransferase 2A (Homo sapiens), Q03164 | MLL-CXXC / FITC-HOXA9 DNA fluorescence polarization | Potency, µM (doses to about 115 µM), inactives show top-dose activity change, negative = inhibition, most hits filed as inhibitors | 290,000 tested, 0.037% active; active = well fitted inhibition curve with a large enough effect in the polarisation, with a control signal flat, not every such curve was filed as active; inconclusive = small, poorly fitted or top-dose-only effect, or effect the other way, or a change in a side signal; inactive = no such curve, though single readings can be large or run the other way; the % refers to the polarisation; note: potency is the fitted concentration of half-maximal effect
Target sequence (Q03164 whole entry, looked up, the tested form may be a part): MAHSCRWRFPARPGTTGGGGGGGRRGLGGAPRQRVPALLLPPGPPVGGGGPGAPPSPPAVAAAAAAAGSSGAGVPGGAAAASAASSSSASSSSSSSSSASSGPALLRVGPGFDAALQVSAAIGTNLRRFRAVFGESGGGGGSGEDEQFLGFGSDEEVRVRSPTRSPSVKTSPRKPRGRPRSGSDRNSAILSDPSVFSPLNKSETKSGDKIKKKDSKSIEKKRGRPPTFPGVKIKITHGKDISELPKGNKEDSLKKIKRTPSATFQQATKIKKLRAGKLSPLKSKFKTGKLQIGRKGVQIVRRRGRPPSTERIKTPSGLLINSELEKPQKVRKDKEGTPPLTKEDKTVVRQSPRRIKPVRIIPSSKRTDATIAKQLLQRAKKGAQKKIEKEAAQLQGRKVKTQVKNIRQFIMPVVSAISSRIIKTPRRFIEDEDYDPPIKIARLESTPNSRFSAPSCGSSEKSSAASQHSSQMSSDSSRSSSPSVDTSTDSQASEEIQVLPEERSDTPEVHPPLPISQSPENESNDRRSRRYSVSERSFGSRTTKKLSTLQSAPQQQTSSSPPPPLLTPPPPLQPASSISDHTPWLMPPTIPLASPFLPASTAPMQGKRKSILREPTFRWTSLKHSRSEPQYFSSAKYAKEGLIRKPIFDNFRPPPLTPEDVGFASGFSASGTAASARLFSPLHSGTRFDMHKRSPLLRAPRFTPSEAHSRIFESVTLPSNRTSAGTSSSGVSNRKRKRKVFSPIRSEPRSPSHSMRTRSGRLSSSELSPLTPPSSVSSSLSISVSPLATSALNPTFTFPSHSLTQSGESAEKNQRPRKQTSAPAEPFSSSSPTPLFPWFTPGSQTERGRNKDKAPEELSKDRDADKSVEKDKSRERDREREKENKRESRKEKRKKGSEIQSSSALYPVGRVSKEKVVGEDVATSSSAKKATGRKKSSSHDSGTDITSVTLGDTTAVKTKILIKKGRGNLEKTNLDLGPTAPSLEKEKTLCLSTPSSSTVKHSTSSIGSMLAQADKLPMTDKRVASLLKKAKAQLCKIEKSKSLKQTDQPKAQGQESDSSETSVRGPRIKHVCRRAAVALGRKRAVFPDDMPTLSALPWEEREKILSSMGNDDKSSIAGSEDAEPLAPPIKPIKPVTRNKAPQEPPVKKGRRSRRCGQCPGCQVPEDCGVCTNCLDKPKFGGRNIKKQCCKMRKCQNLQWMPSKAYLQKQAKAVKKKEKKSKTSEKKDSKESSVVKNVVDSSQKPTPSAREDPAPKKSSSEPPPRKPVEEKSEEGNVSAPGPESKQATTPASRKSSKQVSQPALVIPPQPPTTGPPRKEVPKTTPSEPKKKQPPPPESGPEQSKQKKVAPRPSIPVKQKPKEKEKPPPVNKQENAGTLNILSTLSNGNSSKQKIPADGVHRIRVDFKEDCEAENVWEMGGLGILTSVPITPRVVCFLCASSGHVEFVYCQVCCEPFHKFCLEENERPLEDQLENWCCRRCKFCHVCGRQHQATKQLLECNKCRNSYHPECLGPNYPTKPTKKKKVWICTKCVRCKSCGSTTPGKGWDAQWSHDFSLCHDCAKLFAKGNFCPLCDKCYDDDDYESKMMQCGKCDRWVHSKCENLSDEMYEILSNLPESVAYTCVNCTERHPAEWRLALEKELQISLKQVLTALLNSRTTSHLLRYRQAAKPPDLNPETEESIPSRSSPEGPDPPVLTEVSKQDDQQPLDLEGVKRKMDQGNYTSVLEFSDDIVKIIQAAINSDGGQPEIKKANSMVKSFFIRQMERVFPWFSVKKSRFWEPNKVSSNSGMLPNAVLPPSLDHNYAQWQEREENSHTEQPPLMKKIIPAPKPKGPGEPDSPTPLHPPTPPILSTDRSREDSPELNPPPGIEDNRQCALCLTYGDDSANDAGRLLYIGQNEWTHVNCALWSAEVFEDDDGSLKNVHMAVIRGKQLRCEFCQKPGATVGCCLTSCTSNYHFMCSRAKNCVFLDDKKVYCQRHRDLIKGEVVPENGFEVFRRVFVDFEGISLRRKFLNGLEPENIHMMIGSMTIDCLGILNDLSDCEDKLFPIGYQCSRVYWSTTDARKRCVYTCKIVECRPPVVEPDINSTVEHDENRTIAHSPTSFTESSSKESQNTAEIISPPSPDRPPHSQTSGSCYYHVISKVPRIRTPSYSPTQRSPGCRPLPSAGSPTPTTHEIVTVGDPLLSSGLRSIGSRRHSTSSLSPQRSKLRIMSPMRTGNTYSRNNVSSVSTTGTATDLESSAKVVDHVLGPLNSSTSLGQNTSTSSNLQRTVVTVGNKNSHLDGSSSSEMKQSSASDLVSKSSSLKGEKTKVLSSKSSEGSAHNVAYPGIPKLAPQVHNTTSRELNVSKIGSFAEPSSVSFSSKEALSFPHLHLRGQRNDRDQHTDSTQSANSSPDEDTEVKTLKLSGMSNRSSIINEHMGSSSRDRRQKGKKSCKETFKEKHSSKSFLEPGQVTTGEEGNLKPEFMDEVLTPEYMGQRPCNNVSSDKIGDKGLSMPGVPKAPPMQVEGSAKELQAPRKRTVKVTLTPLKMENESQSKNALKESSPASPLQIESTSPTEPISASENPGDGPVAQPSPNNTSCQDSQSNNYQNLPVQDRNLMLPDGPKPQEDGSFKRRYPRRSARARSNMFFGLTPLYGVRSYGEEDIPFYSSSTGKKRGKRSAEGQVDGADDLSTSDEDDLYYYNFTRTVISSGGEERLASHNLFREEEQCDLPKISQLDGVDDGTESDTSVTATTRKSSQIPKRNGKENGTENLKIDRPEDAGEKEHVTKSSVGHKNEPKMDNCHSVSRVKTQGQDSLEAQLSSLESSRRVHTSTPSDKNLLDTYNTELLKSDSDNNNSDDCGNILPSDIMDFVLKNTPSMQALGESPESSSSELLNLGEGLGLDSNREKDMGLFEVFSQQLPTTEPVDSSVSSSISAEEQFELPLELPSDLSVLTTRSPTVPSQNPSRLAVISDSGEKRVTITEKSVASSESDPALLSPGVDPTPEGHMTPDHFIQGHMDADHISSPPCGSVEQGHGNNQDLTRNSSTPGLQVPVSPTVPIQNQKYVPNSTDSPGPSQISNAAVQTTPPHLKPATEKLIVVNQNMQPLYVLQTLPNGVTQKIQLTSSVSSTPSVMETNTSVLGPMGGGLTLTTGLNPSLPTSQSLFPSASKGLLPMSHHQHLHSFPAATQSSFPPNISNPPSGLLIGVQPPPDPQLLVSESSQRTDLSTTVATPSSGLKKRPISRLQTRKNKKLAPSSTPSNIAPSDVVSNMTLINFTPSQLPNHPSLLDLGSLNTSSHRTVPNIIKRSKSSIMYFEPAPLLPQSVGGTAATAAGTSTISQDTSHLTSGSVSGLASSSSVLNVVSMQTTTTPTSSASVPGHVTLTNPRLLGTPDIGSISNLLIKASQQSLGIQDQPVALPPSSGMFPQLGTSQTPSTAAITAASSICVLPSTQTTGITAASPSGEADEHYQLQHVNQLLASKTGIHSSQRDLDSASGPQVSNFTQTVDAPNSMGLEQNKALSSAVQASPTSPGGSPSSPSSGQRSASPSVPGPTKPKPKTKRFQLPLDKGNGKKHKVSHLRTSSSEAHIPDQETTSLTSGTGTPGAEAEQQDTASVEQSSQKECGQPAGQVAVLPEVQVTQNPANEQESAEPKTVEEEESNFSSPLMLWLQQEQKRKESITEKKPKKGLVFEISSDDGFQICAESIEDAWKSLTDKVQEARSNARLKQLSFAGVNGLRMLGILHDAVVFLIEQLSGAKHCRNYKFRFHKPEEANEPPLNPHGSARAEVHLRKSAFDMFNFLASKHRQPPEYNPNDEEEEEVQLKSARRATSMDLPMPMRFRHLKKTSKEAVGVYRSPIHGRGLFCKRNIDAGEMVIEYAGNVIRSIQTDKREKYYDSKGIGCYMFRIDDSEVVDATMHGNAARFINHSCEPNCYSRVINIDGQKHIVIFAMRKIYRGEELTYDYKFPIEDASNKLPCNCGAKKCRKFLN
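Fluorescence polarization: 7 uM MLL-CXXC (stock) preincubated 5 min with compounds, then 50 nM fluorescein-HOX-A9 DNA (stock) added; 30 min ambient. Buffer 50 mM Tris-HCl pH 7.5, 50 mM NaCl, 1 mM DTT, 0.05% BSA.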
Giardia kill = Small Molecules that selectively kill Giardia lamblia: qHTS | Giardia lamblia trophozoite viability | activity change, % at 7.66 µM, hits read low | 340,000 tested, 0.15% active; in the data active = activity change below about -80%; inconclusive = between about -30% and that limit;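 note: parasites exposed to compound for two days anaerobically before the ATP read; % is set by controls: 0 for no effect and ±100 for the full control effect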
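Luminescent ATP signal served as the viability read-out, measured 15-30 min after adding ATP detection reagent to trophozoites that had been incubated with compounds for 48 hrs at 37 deg C anaerobically at 100 cells/well.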
TSHR antag = Antagonists of the Thyroid Stimulating Hormone Receptor: HTS campaign | Thyrotropin receptor (Homo sapiens), P16473 | TSHR-expressing cells, TSH-stimulated cAMP HTRF, 2 h; hits give low values | activity change, negative = inhibition, % at 11.5 µM | 330,000 tested, 0.2% active | AID 504810, 2011;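 active = activity change below a set negative limit, meaning inhibition stronger than a set level, cut at about -70% in these data; inconclusive = activity change between two set negative limits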; note: % is set by controls: 0 for no effect and ±100 for the full control effect
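Inhibition of cAMP made by TSHR-expressing cells under TSH stimulation (4nM final, EC80; 2 h, 37 deg C) is quantified with a one-step lysis HTRF kit, anti-cAMP cryptate versus cAMP-d2.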
GALK inh = qHTS Assay for Inhibitors of Human Galactokinase (GALK); P51570; Purified GALK, Kinase-Glo residual ATP luminescence; Potency, µM (titrated, usually from 57.5 µM), for the others: top-dose activity change, negative = inhibition, hits mostly inhibitors; 270,000 tested, 0.007% active; AID 1868, 2009; note: potency is the fitted concentration of half-maximal effect; % is set by controls: 0 for no effect and ±100 for the full control effect
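Luminescence from leftover ATP (Ultra-Glo luciferase/luciferin) served as read-out after a 1 h room-temperature reaction of 5 nM GALK with 35 uM ATP and 100 uM galactose.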
BCR signal inh = qHTS Assay to Find Inhibitors of Chronic Active B-Cell Receptor Signaling; ABC-DLBCL IkBa-CBG/CBR reporter, luminescence ratio, 4 h; Potency, µM (doses to about 46.1 µM), for inactives: at the top dose ratio change, negative = lower green/red ratio, actives largely listed as inhibitors; 340,000 tested, 0.05% active; active = well fitted inhibition curve with a large enough effect in the signal ratio, with a control signal flat, not every such curve was filed as active; inconclusive = small, poorly fitted or top-dose-only effect, or effect the other way, or a change in a side signal; the % refers to the signal ratio;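 note: potency is the fitted concentration of half-maximal effect; plate controls were basal doxycycline-induced cells for no effect and cells given 10 µM MG132 for full effect; MG132 reads +100%, hits lower the ratio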
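TMD8 human ABC-DLBCL cells with doxycycline-inducible IκBα–green luciferase fusion and unfused red luciferase, in 0.5% FBS medium; compounds up to 46 uM, 4 h at 37C. Green/red luminescence ratio, filter-overlap corrected, fitted to concentration-response curves.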
TCR act = Activators of T cell receptors: qHTS campaign. Potency, µM (doses to about 9.22 µM), inactives show top-dose activation of IL-2 secretion, actives largely listed as activators. primary human leukocytes, anti-CD3, IL-2 HTRF, 48 h. AID 504894, 2011. 330,000 tested, under 10 active; note: % of control where 0% means no effect
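IL-2 release read by HTRF sandwich (Eu cryptate donor, d2 acceptor, 665 nm emission) after 48 hr exposure of primary human leukocytes to compound together with anti-CD3 beads in the absence of co-stimulatory signals.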
FBPA coupling cs = qHTS Assay for Inhibitors of Fructose-1,6-bisphosphate Aldolase from Giardia Lamblia: Coupling assay counterscreen; coupling enzyme system counterscreen, AmpLite Red fluorescence; activity change, negative = inhibition, % at 58.2 µM, hits read low; 290,000 tested, 0.67% active; in the data active = activity change below about -30%; note: % is set by controls: 0 for no effect and ±100 for the full control effect
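Counterscreen of the coupled detection system alone, without aldolase: glyceraldehyde-3-phosphate coupling enzymes plus AmpLite Red readout. Compounds at 57.5 uM final, 10 min RT preincubation, 20 min RT reaction, fluorescence 525/598 nm.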
Active calls of the source: *; u = inconclusive; x = no result given; [ ] = another dose, or the depositor's remark. Unless noted, calls come from the whole dose curve; as a rule, active = well fitted curve in the direction sought with a large enough effect; inconclusive = small, poorly fitted or top-dose-only effect, or another doubt; inactive = no such curve, though single readings can be large; an effect the other way counts as inactive or inconclusive.

SMILES	A-T KAP1 phos	KCNH2 WT inh	Tb PFK inh	CXXC DNA block	Giardia kill	TSHR antag	GALK inh	BCR signal inh	TCR act	FBPA coupling cs
CCOc1ccc(CCNC(=O)COc2cc(=O)n(C)c3ccccc23)cc1OCC	1%	-21	5%	0%	28	-5	-3%	u	2%	1
O=S(=O)(/N=C(/Nc1ccc(Cl)c(S(=O)(=O)N2CCOCC2)c1)c1ccc(F)cc1)c1ccccc1	-7%	-1	2%	-3%	10	-12	-4%	9%	1%	x
CSc1ncccc1C(=O)OCC(=O)NC(N)=O	-4%	-2	-1%	10%	8	5	-4%	-8%	2%	8
CC(=O)N/C(=N\c1nc(C)cc(C)n1)Nc1ccccc1Cl	6%	-1	2%	1%	27	12	-1%	u	-1%	-4
Cc1ccc2[nH]c(O)c(N=NC(N)=S)c2c1	-12%	0	2%	4%	-4	1	-2%	6%	0%	0
CC(NS(=O)(=O)c1cccc(C(=O)O)c1)C12CC3CC(CC(C3)C1)C2 (stereo not drawn)	9%	-2	0%	x	-20	-7	x	0%	-91%	x
O=C(C1CC(=O)N(c2ccc3c(c2)OCCO3)C1)N1CCN(c2ccccc2O)CC1 (stereo not drawn)	13%	8	-2%	25%	-10	-12	2%	-3%	-4%	x
O=C(COC(=O)CC1CC2CCC1C2)NCc1ccccc1 (stereo not drawn)	11%	20	-4%	x	-15	36	x	1%	0%	x
COc1ccc(CNC(=O)Cn2c(=O)n(CCC(=O)N3CCCCC3)c(=O)c3sccc32)cc1	2%	36	-4%	16%	0	-3	5%	-4%	2%	2
Cc1nnc(C)c2c(C)n(N)c(C)c12	0%	1	1%	-9%	14	15	3%	0%	4%	-6

3 entries from above, with values under each structure.
The line under a structure holds: A-T KAP1 phos | KCNH2 WT inh | Tb PFK inh | CXXC DNA block | Giardia kill | TSHR antag | GALK inh | BCR signal inh | TCR act | FBPA coupling cs
Cc1nnc(C)c2c(C)n(N)c(C)c12
→ 0% | 1 | 1% | -9% | 14 | 15 | 3% | 0% | 4% | -6
CCOc1ccc(CCNC(=O)COc2cc(=O)n(C)c3ccccc23)cc1OCC
→ 1% | -21 | 5% | 0% | 28 | -5 | -3% | u | 2% | 1
O=C(C1CC(=O)N(c2ccc3c(c2)OCCO3)C1)N1CCN(c2ccccc2O)CC1 (stereo not drawn)
→ 13% | 8 | -2% | 25% | -10 | -12 | 2% | -3% | -4% | x

Other structures:
SMILES	A-T KAP1 phos	KCNH2 WT inh	Tb PFK inh	CXXC DNA block	Giardia kill	TSHR antag	GALK inh	BCR signal inh	TCR act	FBPA coupling cs
Cn1c(SCC(=O)Nc2cccc(C(=O)O)c2)nnc1-c1cc2cc(Br)ccc2o1	4%	3	-28%	-2%	20	3	3%	-1%	2%	4
Cc1cccc(N2CCN(C(=O)c3ccccc3OCc3c(C)noc3C)CC2)c1C	12%	-2	8%	x	6	x	x	-5%	2%	x
Cc1coc(C)c1C(=O)CC1(O)C(=O)N(Cc2ccccc2)c2ccccc21 (stereo not drawn)	x	-3	x	0%	9	x	8%	x	-5%	-17
CCCOc1ccc(S(=O)(=O)N2CCOCC2)cc1[N+](=O)[O-]	-3%	-2	-1%	5%	2	1	5%	-6%	4%	-1
O=C(c1ccc(Cl)c(S(=O)(=O)N2CCCCC2)c1)N1CCCCC1	9%	-33	2%	1%	-1	-4	4%	0%	10%	-1
Cc1ccc(-n2ncc3c(NCc4ccccc4)ncnc32)cc1	-3%	-7	-5%	0%	14	3	6%	3%	-1%	2
COc1ccc(N2CCN(Cc3nc4sc(C)c(C)c4c(=O)[nH]3)CC2)cc1	5%	5	-1%	u	-11	-4	1%	0%	x	1
COCc1nnc(NS(=O)(=O)c2ccc(C)cc2)s1	-2%	-5	0%	3%	-2	0	-2%	u	-5%	3
COc1ccc(NC(=O)CC2SC(=NCc3ccccc3OC)NC2=O)cc1 (stereo not drawn)	0%	5	1%	7%	7	-2	6%	-2%	-1%	1
CCOc1ccccc1N1CSC2=C(C#N)C(c3c(OC)ccc4ccccc34)CC(=O)N2C1 (stereo not drawn)	0%	-9	-30%	8%	-5	0	0%	u	-1%	-49*
CCOC(=O)c1cc2c(ccn2C)n1Cc1ccccc1C	14%	-27	-4%	10%	8	-10	0%	11%	3%	-18
CC1CCN(c2nc(CN3CCCCC3)nc3scc(-c4ccccc4)c23)CC1	-4%	44	-7%	-7%	-8	4	0%	0%	6%[46.1 µM]	4
Cc1noc(C)c1COC(=O)c1cccnc1Cl	4%	-4	-1%	7%	-7	14	2%	5%	-27%	4
CCN(CCNS(=O)(=O)c1ccc2c(c1)oc(=O)n2C)c1ccccc1	2%	-1	-6%	-18%	-6	1	2%	-13%	-5%	-3
O=C1NC2(CCCCC2)C(=O)N1c1ccccc1	-1%	-6	-3%	6%	0	1	2%	14%	-6%	0
COc1ccc(C(=O)C2CCCN(Cc3c(C)[nH]c4ccccc34)C2)c(OC)c1 (stereo not drawn)	-5%	x	-5%	40%[activator]	x	9	1%	u	x	1
CS(=O)(=O)Nc1cccc(C2=NN(C(=O)c3cccc([N+](=O)[O-])c3)C(c3cccs3)C2)c1 (stereo not drawn)	-16%	2	-3%	-6%	7	-1	5%	u	-2%	-1
O=C(COc1ncnc2ccccc12)NCC1CCCO1 (stereo not drawn)	0%	-5	-1%	-2%	0	4	5%	-1%	-20%	-2
CN(C)S(=O)(=O)c1cc(NC(=O)CNCc2ccccc2)ccc1Cl	-9%	5	1%	-16%	2	9	0%	3%	2%	6
Nc1c(C(=O)Nc2ccccc2)c2nc3ccccc3nc2n1-c1ccc(O)cc1	26%	-9	1%	-3%	-15	3	0%	16%	6%	2
COc1ccccc1C1C(C(=O)c2ccco2)=C(O)C(=O)N1c1cc(C)on1 (stereo not drawn)	5%	-12	-8%	-5%	14	-9	-1%	4%	8%	x
C[N+]1(CC(=O)OCCCc2ccccc2)CCCCC1	0%	-4	1%	-3%	33[activator]	-4	-1%	14%	4%	10
CCCn1c2ccccc2c2cnn(CC(=O)O)c(=O)c21	-4%	2	-20%	8%	13	-5	1%	0%	-1%	2
Cc1ccc(Nc2cc(=O)oc3ccccc23)c(C)c1	2%	1	-2%	-4%	2	-20	3%	-20%	1%	2
Cc1ccn2cc(-c3cccc(S(=O)(=O)N4CCCCC4)c3)nc2c1	23%	8	-5%	-13%	-2	-12	1%	0%	-35%	x
COc1ccccc1C1CC(c2ccc(Cl)cc2)Nc2nc(N)nn21 (stereo not drawn)	10%	23	-1%	1%	-12	-15	3%	1%	-2%	3
COc1cccc2c1OC1(C)CC2NC(=O)N1c1cccc(C(=O)N2CCN(c3ccccn3)CC2)c1 (stereo not drawn)	x	-1	x	1%	0	x	-3%	x	-2%	0
COc1ccc(OC)c(C2C3CN(C(C)C)CC=C3C(C#N)=C(N)C2(C#N)C#N)c1 (stereo not drawn)	-1%	4	0%	-11%	11	-2	-1%	6%	4%	-1
COc1ccc(Br)cc1S(=O)(=O)NNC(=O)c1c(C)nc2ccccn12	2%	0	-3%	-2%	0	-17	1%	17%	3%	0
C=CCNc1c2c(nc3ncnn13)CC(C)CC2 (stereo not drawn)	3%	-20	-3%	0%	45[activator]	-1	4%	2%	9%	4
Cc1ccc(CN2CCN(CC(=O)NC(C)CCc3ccccc3)C2=O)cc1 (stereo not drawn)	1%	5	4%	-5%	-26	-23	2%	19%	-2%	6
COc1cccc(NC(=O)c2ccc(CN3CCc4ccccc4C3)cc2)c1	1%	-3	0%	5%	-6	-5	4%	u	-5%	2
COc1ccc(NC(=S)Nc2cccc(C(F)(F)F)c2)c(C)c1	1%	-4	0%	-15%	-23	3	-2%	-7%	1%	-1
COC(=O)C1=CN(C)C=C(C(=O)OC)C1c1ccsc1	15%	10	3%	3%	3	-3	-1%	8%	-8%	-4
O=C1C=CC(=O)N1c1ccc(N2CCCCC2)cc1	-6%	-32	u	5%	-16	-29	-1%	u	-1%	6
COc1ccc(CC(=O)c2ccc(OC)c(OC)c2)cc1	5%	-37	-3%	13%	-5	3	x	u	1%	4
COc1ccc(CCNC(=O)C2CCC(C(C)(C)C)CC2)cc1OC (stereo not drawn)	19%	16	2%	-3%	30	0	-7%	1%	2%	x
O=C(O)C1C2C=CC(C2)C1C(=O)Nc1cccc(F)c1 (stereo not drawn)	0%	-8	-9%	7%	9	13	-3%	5%	10%	4
